Screens from PubChem.
HCV NS3 hel inh = HCV NS3 helicase inhibition; AID 1800; NS3 helicase DNA unwinding, Cy5 molecular beacon fluorescence; inhibition, % at 10.9 µM; 290,000 tested, 0.56% active;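 active means inhibition above the mean of all tested compounds plus 3 SD, set per campaign, cut at about 35% in these data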;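 further: 0% = DMSO wells and 100% = thioflavine S control wells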
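Material: hepatitis C virus NS3 helicase domain fragment enzyme; measured by: Cy5 fluorescence, 0 and 60 min reads; control set: DMSO and thioflavine S; incubation: 60 min unwinding reaction at 25 °C after ATP addition; read-out basis: % inhibition from 60/0 min fluorescence ratio, DMSO 0%, thioflavine S 100%; repeats: singlicate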
MEKK2 WT-MEK5 = raises or lowers MEK5 binding to wildtype human MEKK2 PB1 domain. Q9Y2U5. bead flow cytometry, Alexa488-MEK5 binding to MEKK2 WT; actives lie on both sides. binding response (% of control), % at 10 µM. 290,000 tested, 1.1% active; in the data active means binding response below about 67% or above about 130%
NALP1 inh = inhibitors of NALP1 inflammasome in yeast; S. cerevisiae NALP1/ASC/caspase-1 growth, X-gal OD620, 72 h; 280,000 tested, 0.61% active; inhibition, % at 10 µM; in the data active means inhibition mostly above about 24%, no sharp cut-off; inactive means mostly below about 32%; further: some compounds called inactive have numbers as strong as hits
FID counter = counter-screen for HCV NS3 helicase inhibitors: DNA intercalator displacement; DNA fluorescent intercalator displacement, fluorescence; inhibition, % at 7.9 µM; 290,000 tested, 0.17% active; AID 1845; in the data active means inhibition above about 37%;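 further: 0% = vehicle and 100% = reference compound; higher means more ethidium bromide displaced from hairpin DNA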
PfM18AAP inh = PfM18AAP enzyme inhibition | recombinant PfM18AAP, H-Glu-NHMec fluorogenic cleavage | inhibition, % at 7.35 µM | 290,000 tested, 1.2% active | AID 1822;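 active means inhibition above the campaign mean inhibition over all tested compounds plus 3 SD, cut at about 28% in these data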;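 further: 0% = plate median of test compound wells and 100% = 2 mM ZnCl2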
IMP-1 inhibitor = inhibitors of Pseudomonas aeruginosa IMP-1 metallo-beta-lactamase. purified IMP-1, nitrocefin hydrolysis, epi-absorbance fluorescence. inhibition, % at 5.6 µM. 290,000 tested, 0.45% active. AID 1556;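 active means inhibition above the mean plus 3 SD of all compounds in the same screening run, cut at about 4.5% in these data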;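 further: 0% = IMP-1 with DMSO and 100% = DMSO wells lacking enzyme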
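System: Purified IMP-1 | Read-out basis: Percent enzyme inhibition | Controls: IMP-1 with DMSO as 0%, enzyme-free DMSO as 100% | Replicates: One well per compound | Doses: 5.6 µM nominal single concentration | Detection: Epi-absorbance fluorescence, 480 nm excitation, 530 nm emission | Incubation: 25 °C, 15 min preincubation, 25 min reaction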
SUMO HTRF inh = SUMOylation inhibition. P63279. HTRF SUMOylation assay, SAE1/SAE2 + UBC9, in vitro. inhibition, % at 35 µM. 290,000 tested, 0.36% active. AID 2006; in the data active means inhibition above about 50%, passing the limit was not always enough; further: strong numbers were not always called active
Target sequence (P63279 whole entry, looked up): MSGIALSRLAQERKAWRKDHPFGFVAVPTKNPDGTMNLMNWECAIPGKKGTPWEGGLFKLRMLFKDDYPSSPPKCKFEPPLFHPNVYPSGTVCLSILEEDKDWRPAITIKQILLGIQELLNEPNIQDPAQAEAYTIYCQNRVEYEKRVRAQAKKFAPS
MEKK2 mut-MEK5 = signal of MEK5 binding to mutant human MEKK2 PB1 domain. percent response, % at 10 µM. AID 1530. 290,000 tested, 0.35% active. bead flow cytometry, Alexa488-MEK5 binding to MEKK2 mutant; in the data active means percent response above about 24%, passing the limit was not always enough; further: inactives centre near 1; some results filed as inactive read as strong as hits
VIM-2 inh = inhibitors of Pseudomonas aeruginosa VIM-2 metallo-beta-lactamase; 290,000 tested, 0.89% active; inhibition, % at 5.6 µM; purified VIM-2, nitrocefin hydrolysis, epi-absorbance fluorescence; AID 1527;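 active means inhibition above the mean of all tested compounds plus 3 SD, cutoff set per screening run, cut at about 7.5% in these data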;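 further: red hydrolysis product quenches plate fluorescence so inhibitors raise well fluorescence; 0% = enzyme with DMSO and 100% = DMSO without enzyme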
Active calls of the source: *; . = no result given; [ ] = another dose, or the depositor's remark. Random draw from the library. About 4.7% of those tested had a hit in this group.

SMILES	HCV NS3 hel inh	MEKK2 WT-MEK5	NALP1 inh	FID counter	PfM18AAP inh	IMP-1 inhibitor	SUMO HTRF inh	MEKK2 mut-MEK5	VIM-2 inh
CC1(C)C([N+](=O)[O-])C(c2ccc(Cl)cc2)NC(c2ccc(Cl)cc2)C1[N+](=O)[O-] (stereo not drawn)	-11	86	15	-2	4	-0.4	-14	-3	-1.4
Cc1cc(C)c(S(=O)(=O)N2CCOC2CNC(=O)C(=O)NCCc2c[nH]c3ccccc23)c(C)c1 (stereo not drawn)	-15	97	20	-36	1	-2.3	-16	9	0.7
OC1C2CN3CCN(C2)CC1(Cc1ccccc1)C3 (stereo not drawn)	5	101	2	3	-6	1.2	-54	8	2.6
CN1CCN(c2cc(C(F)(F)F)nc(-c3ccccn3)n2)CC1	-3	96	7	2	-1	-3.7	4	-1	-0.8
COC(=O)c1cc2c(s1)-c1ccccc1CC2	0	103	.	-4	0	-1.7	0	1	-1.6
O=C(c1cccc(F)c1)N1CCN(C(=O)C(c2ccccc2)c2ccccc2)CC1	2	103	11	-38	5	-2.1	-7	0	-1.2
Cc1ccc(/C=N/NC(=O)COc2ccc(Cl)c(C)c2)o1	-3	95	13	-26	-8	-0.3	3	-5	-2.7
CC1CCC(NC(=O)C2c3ccccc3C(=O)N2Cc2cccs2)CC1 (stereo not drawn)	11	104	23	-20	3	-2.1	16	9	-1.4
CCOC(=O)c1c(C)n(C)c2ccc(OCCN(C)C)cc12	1	.	14	9	2	-2.8	-5	.	0.8
Cc1cccc(-c2cccc(NC(=O)C3CCCN(C(=O)c4cccnc4)C3)c2)c1 (stereo not drawn)	-9	102	2	-39	-3	-2.8	-6	-1	-2.6
O=C(Nc1ccc(Cl)cc1)NC1CCCCC1	2	-1.0*[inhibitor]	-7	-4	3	-2.3	-19	-9	-1.6
Fc1ccccc1-c1nc(NCc2ccco2)c2ccccc2n1	-10	99	1	-1	3	-0.9	4	-3	-5.6
O=C(Nc1cccc(-c2cn3cccnc3n2)c1)c1ccc(Br)o1	4	101	18	-11	-2	-2.1	35	0	1.4
O=C(NCc1ccco1)C1c2ccccc2Oc2ccccc21	7	102	7	-5	6	-3.2	-7	4	-2.3
O=C(NCc1ccc2c(c1)OCO2)c1cccnc1Cl	-13	97	-64	0	-11	0.0	1	-1	0.0
CN1CCN(Cc2cccc(Oc3ccccc3)c2)CC1	-2	87	16	11	2	-5.5	7	-4	-3.6
COc1ccc(C)cc1NC(=O)CCN1CC(C)OC(C)C1 (stereo not drawn)	-3	96	-8	-8	1	-6.4	10	1	-2.5
CN(C)c1ccc(/C=N/N=C2/NC(=O)/C(=C/c3ccc([N+](=O)[O-])cc3)S2)cc1	6	.	16	0	-4	-2.0	6	.	-6.5
CCCn1c(C)cc(C(=O)CSc2nc3ccccc3c(=O)n2Cc2ccco2)c1C	2	98	15	-5	-13	-2.5	14	-2	-3.3
O=C(Nc1ccc(Cl)cc1F)C1CC1c1ccccc1 (stereo not drawn)	-12	106	20	-5	2	-1.0	1	0	-1.1
O=C(NCCCN1CCOCC1)c1ccc2c(=O)n(Cc3cccc(Br)c3)c(=S)[nH]c2c1	-74	114	8	14	3	-1.7	-1	13	0.1
COc1ccc2[nH]cc(C(=O)CN3CCN(C(=O)c4ccco4)CC3)c2c1	-4	101	16	-6	3	-0.7	27	2	-0.4
CCOc1ccc(NC(=S)N2CCC(NC(=O)c3ccccc3)CC2)cc1	-11	98	2	-17	-12	-2.2	12	0	-0.1
CCS(=O)(=O)c1nc2ccccc2n1CC(=O)N1CCCCC1	0	90	2	-6	-8	-1.4	-16	-12	-4.3
COc1ccc(NC(=O)CCNS(=O)(=O)c2ccc(Cl)c([N+](=O)[O-])c2)cc1S(N)(=O)=O	7	94	19	2	-1	-4.5	0	0	-4.0

Reprinted at random: 7 entries already listed
SMILES	HCV NS3 hel inh	MEKK2 WT-MEK5	NALP1 inh	FID counter	PfM18AAP inh	IMP-1 inhibitor	SUMO HTRF inh	MEKK2 mut-MEK5	VIM-2 inh
CCS(=O)(=O)c1nc2ccccc2n1CC(=O)N1CCCCC1	0	90	2	-6	-8	-1.4	-16	-12	-4.3
CC1CCC(NC(=O)C2c3ccccc3C(=O)N2Cc2cccs2)CC1 (stereo not drawn)	11	104	23	-20	3	-2.1	16	9	-1.4
CCOC(=O)c1c(C)n(C)c2ccc(OCCN(C)C)cc12	1	.	14	9	2	-2.8	-5	.	0.8
COc1ccc2[nH]cc(C(=O)CN3CCN(C(=O)c4ccco4)CC3)c2c1	-4	101	16	-6	3	-0.7	27	2	-0.4
Fc1ccccc1-c1nc(NCc2ccco2)c2ccccc2n1	-10	99	1	-1	3	-0.9	4	-3	-5.6
OC1C2CN3CCN(C2)CC1(Cc1ccccc1)C3 (stereo not drawn)	5	101	2	3	-6	1.2	-54	8	2.6
COC(=O)c1cc2c(s1)-c1ccccc1CC2	0	103	.	-4	0	-1.7	0	1	-1.6

Later entries.
SMILES	HCV NS3 hel inh	MEKK2 WT-MEK5	NALP1 inh	FID counter	PfM18AAP inh	IMP-1 inhibitor	SUMO HTRF inh	MEKK2 mut-MEK5	VIM-2 inh
S=C(NCc1ccco1)NCC(c1ccco1)N1CCCCC1 (stereo not drawn)	4	103	-1	4	-1	-2.1	7	7	-1.5
CN(Cc1cnccn1)C(=O)C1CCC(=O)N(CCc2ccc(Cl)cc2)C1 (stereo not drawn)	3	105	-3	-5	9	-3.9	2	2	-2.1
O=[N+]([O-])c1ccc2nc(-c3ccccc3)n(OCc3ccc(Cl)cc3)c2c1	7	102	15	-1	8	-1.6	16	-2	-3.5
Cc1cc(C(=O)NN=C2CCCCCC2)c(C)o1	-2	107	.	-10	0	-2.8	11	0	-4.4
COC(=O)c1c(NC(=S)NNS(=O)(=O)c2ccc(OC)cc2OC)sc2c1CCCCCC2	-3	99	4	-32	-3	-0.6	-7	-1	-6.5
COc1ccc(/C=N/Nc2nccnc2Cl)cc1	4	90	5	-1	36*	-2.6	23	1	-1.4
O=C(Nc1cccc(Cl)c1)c1ccc(NCCCN2CCOCC2)c([N+](=O)[O-])c1	-1	111	15	9	-7	-2.6	-19	9	-0.4
COc1cc(OC)cc(C(=O)OCCCOC(=O)c2cc(OC)cc(OC)c2)c1	-4	101	12	-38	0	-1.2	-23	2	-1.9
CCOC(=O)C1(CCOc2ccccc2)CCN(C(=O)c2ccc(-n3cccn3)cc2)CC1	-25	113	-10	-42	-5	-2.5	-7	12	-1.3
CCC(C)(C)n1nnnc1C(C(C)C)N(Cc1cccnc1)Cc1ccco1 (stereo not drawn)	-5	101	9	-23	-1	-2.7	18	2	0.2
COc1ccccc1N(C)S(=O)(=O)c1ccc(C(=O)OCC(=O)NCCC2=CCCCC2)cc1	5	101	31	-15	-15	-1.6	-28	-2	-0.4
CCC(=O)NC(=S)Nc1ccc(NC(=O)c2ccco2)c(OC)c1	-5	107	29	-10	-4	-1.0	-2	2	2.2
CC(=O)N1CCN(C(=S)NC(=O)c2c(-c3ccccc3Cl)noc2C)CC1	3	105	0	-5	6	-3.3	-6	2	-3.9
C(=C\c1ccccc1)/CN1CCN(Cc2ccc3c(c2)OCO3)CC1	-3	106	25	14	-1	0.4	3	4	-0.3
COc1ccc(-n2cc(CN(C)Cc3n[nH]c(=O)[nH]3)c(-c3cccc(F)c3)n2)cc1	-1	108	2	-22	3	-3.3	-2	-8	-6.4
Cc1ccc(N2C(=O)/C(=C/c3ccco3)SC2=S)cc1	10	103	32	-1	6	-1.6	14	1	-4.9
CCC(=O)N(Cc1cc(=O)[nH]c2ccccc12)C1CCCCC1	1	103	7	-9	2	-3.3	15	0	-1.4
CC(C)[C@H](NC(N)=O)C(=O)Nc1cccc(S(=O)(=O)N2CCOCC2)c1	-2	101	-3	5	20	-0.9	8	0	0.1
Cc1c([N+](=O)[O-])cc(C(=O)Oc2ccc(Br)cc2C(=S)N2CCCCC2)cc1[N+](=O)[O-]	1	98	3	1	-6	-3.2	14	-2	-3.1
O=C(c1ccccc1NS(=O)(=O)c1ccc(Br)s1)N1CCOCC1	9	101	-4	-6	-2	-3.2	0	2	-3.0
CCc1sc(C(=O)Nc2cccc(C(C)=O)c2)cc1C	-4	102	43	-16	-6	-4.8	-10	1	-3.5
C/C(=N\NC(N)=S)C1C2C3CC4C5CC(C42)C1C53 (stereo not drawn)	-9	71	4	-12	5	-1.7	1	-15	-3.3
O=C(CSc1nnc(-c2ccccc2)n1-c1ccc(Cl)cc1)N/N=C/c1ccccc1C(=O)O	23	106	.	-42	-7	-1.7	27	19	-3.5
COc1cc(CNc2ncn[nH]2)ccc1OCC(=O)NC(C)(C)C	6	104	8	-4	18	-5.5	11	1	-2.0
CCNC(=O)CC1C(=O)N(c2ccc(F)cc2)C(=O)N1CCc1ccc(OC)cc1 (stereo not drawn)	-2	106	12	-2	-10	-1.4	-4	9	-2.8
COc1ccccc1N1C(=O)Cc2ccccc2C1=O	14	99	13	-3	5	-1.0	14	-2	-1.5
CC(=O)N1CCN(c2ccc(NC(=O)c3ccc(Br)o3)cc2Cl)CC1	-7	94	18	-16	0	-0.3	20	-13	-0.5
CNC(=O)COC(=O)c1ccc(-c2nc3ccccc3s2)s1	7	114	2	-2	-2	-4.5	29	9	-2.5

Quoted from the listing:
Under IMP-1 inhibitor, Cc1cc(C(=O)NN=C2CCCCCC2)c(C)o1 shows -2.8
Under HCV NS3 hel inh, Cc1c([N+](=O)[O-])cc(C(=O)Oc2ccc(Br)cc2C(=S)N2CCCCC2)cc1[N+](=O)[O-] shows 1
Under MEKK2 mut-MEK5, CC(C)[C@H](NC(N)=O)C(=O)Nc1cccc(S(=O)(=O)N2CCOCC2)c1 shows 0
Under IMP-1 inhibitor, O=C(CSc1nnc(-c2ccccc2)n1-c1ccc(Cl)cc1)N/N=C/c1ccccc1C(=O)O shows -1.7
Under VIM-2 inh, COc1ccccc1N(C)S(=O)(=O)c1ccc(C(=O)OCC(=O)NCCC2=CCCCC2)cc1 shows -0.4
Under FID counter, CCNC(=O)CC1C(=O)N(c2ccc(F)cc2)C(=O)N1CCc1ccc(OC)cc1 (stereo not drawn) shows -2
